Assay outcomes (PubChem)
mHTT CaM bind: mHTT-calmodulin interaction abrogation | P42858 | AlphaScreen His-mHTT/GST-CaM binding, luminescence | inhibition, % at 15 µM | 190,000 compounds, 3.6% hits;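 further: 0% = both proteins with DMSO and 100% = one protein alone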
Pf apPOL block: Pf-apPOL DNA polymerase inhibition. Recombinant Pf-apPOL, molecular beacon fluorescence, 1.5 h. inhibition, % at 10 µM. 210,000 compounds, 0.25% hits
Starred values were filed as active, the others as inactive; / = no result given; & = joins results of further samples. No stated cut-off is given here; in the data, active means inhibition above about 50%; inactive means the rest. Only part of the results is shown; rates above refer to the full screens.

Order of results – mHTT CaM bind, Pf apPOL block
- COc1cccc2c1OC1(C)CC2NC(=O)N1c1cccc(C(=O)NCc2ccccc2)c1 (centres undefined)
→ 7, -8
- COc1ccc(CCC(=O)N2CCc3c(c(-c4nc(C)no4)nn3C)C2)cc1
→ -6, -3
- CCCNC(=O)C1(c2ccc(NC(=O)C(C)(C)C)cc2)CCCCC1
→ 46, -1
- COCCN1CCC(CNC(=O)Nc2cccc(OC)c2OC)CC1
→ -16, 0
- COc1ccc(Cl)cc1NC(=O)CSc1nc2[nH]ncc2c(=O)[nH]1
→ -2, -11
- CC(C)c1nnc2n1CCN(C(=O)c1n[nH]c3ccccc13)C2
→ 0, 0
- COc1ncccc1C(=O)Nc1ccc2c(c1)CCC(=O)N2
→ -1, 3
- CC(=O)N1CCN(c2nc3c(s2)CC(C(=O)Nc2cccc(C)c2C)CC3)CC1 (centres undefined)
→ 10, -3
- COc1ncnc(Nc2ccc(NC(C)=O)cc2)c1[N+](=O)[O-]
→ 0&0, -4&9
- CCCCN(C)C(=O)C1CCCN(c2ncc(-c3cccc(F)c3)cn2)C1 (centres undefined)
→ -7, -2
- CC1CCCCN1C(=O)c1nn2c(c1Cl)NC(c1cccs1)CC2C(F)(F)F (centres undefined)
→ 31, -3
- OCC1O[C@H]([S-])[C@@H](O)C(O)[C@@H]1O.[Au+] (some centres undefined)
→ /, 10
- O=C(O)C1CSC(c2cccc(OCc3ccc(Cl)cc3Cl)c2)N1 (centres undefined)
→ -10, -2
- CCN(CC)c1nc(C)nc2sc(C(=O)Nc3cnc4ccccc4c3)c(C)c12
→ -2, -4
- O=C(Nc1ccc(Cc2ccncc2)cc1)Nc1cc(F)c(F)cc1Cl
→ -6, -3
- O=C1CC(c2cccs2)c2c(n[nH]c2-c2ccc(Cl)cc2)N1 (centres undefined)
→ -2, -1
- CC(CNC(=O)c1cccn2c(=O)c3cc(F)ccc3nc12)c1ccccc1 (centres undefined)
→ -39, 5
- CC(C)(C)OC(=O)NC(C(=O)O)C1CCOCC1 (centres undefined)
→ -8, -1
- COc1cc(/C=C2/C(=O)N(c3ccc(Cl)c(Cl)c3)N=C2C)ccc1OCC#N
→ 6, -3
- COc1ccc(CCNC(=O)c2ccc(Cn3nnc4ccsc4c3=O)cc2)cc1OC
→ 2, -1
- Cn1ccnc1SCC(=O)Nc1ccc(Cl)c(Cl)c1
→ 17, 0
- COc1cccc(C(=O)Nc2ccc3oc(-c4ccccc4)nc3c2)c1
→ 15&9, -2&-1
- COc1ccc(NC(=O)C(NC(=O)c2ccc(=O)[nH]c2)c2ccccc2)cc1 (centres undefined)
→ 9, -5
- O=C(O)C1CCN(c2nc(-c3ccc(Cl)cc3)cs2)CC1
→ 2, 2
- O=[N+]([O-])c1cccc(-c2ccc(C=NNC(=S)NCc3ccco3)o2)c1
→ /, 3
- CCOc1ccc(CC(=O)Nc2nn(C)c3c2C(c2ccco2)CC(=O)N3)cc1 (centres undefined)
→ -3, -7
- Cc1ccc2oc(=O)n(CCC(N)=NOC(=O)c3ccccc3)c2c1
→ /, 1&-10
- O=C(COc1ncccn1)Nc1cccc(Cl)c1Cl
→ -6, -4
- COc1nc(Nc2ccc(C(C)C)cc2)nc(OC)n1
→ 3, -2
- Cc1ccnc(N2CCC(C(=O)NCCN3CCN(c4ccccc4F)CC3)CC2)n1
→ 2, 1
- COc1ccc(-c2nnc(N3CCC(C(=O)NCc4ccc(Cl)cc4)CC3)o2)cc1
→ -1, -2
- Cc1ccc(NC(=O)c2cc(C(C)(C)C)n3nccc3n2)cc1
→ -9, -2
- COc1ccc(/C=C2/SC(=Nc3cccc(C)c3)NC2=O)c(OC)c1
→ 36, -2
- COC(=O)c1c(OC)ccc(NC(=O)CSc2nc(C)cc(C)n2)c1OC
→ /, -8
- CCCn1c(=N)c(C(=O)NCC2CCCO2)cc2c(=O)n3cccc(C)c3nc21 (centres undefined)
→ 8, 1
- CC1CC(C)CN(S(=O)(=O)c2ccc(F)c(C(N)=O)c2)C1 (centres undefined)
→ 2, 30
- Cc1cccc(-n2ncc3c(NCc4ccccn4)ncnc32)c1
→ 15, -5
- Cc1onc(-c2ccccc2Cl)c1C(=O)NCCNc1ccc(C(F)(F)F)cc1[N+](=O)[O-]
→ /, 4&-5
- Cc1ccc(CN2CCCC(c3nncn3Cc3ccccc3)C2)o1 (centres undefined)
→ 10, 2
- COc1ccccc1C(=O)Nc1nc(-c2ccc(F)cc2)cs1
→ -10, -4
- O=S(=O)(Nc1cccnc1)c1ccc(F)cc1
→ -2, /
- COc1cccc(NC(=O)N2CCn3cccc3C2C(C)C)c1 (centres undefined)
→ 1, -4
- CCSc1sc(C(=O)OC)c2c1C(=NO)CC(C)(C)C2
→ /, -14
- N#Cc1c(C(F)(F)F)cc(-c2ccc(Cl)cc2)nc1SCC(=O)O
→ -4, -2
- O=C(NCCCn1cccc1)c1ccc(F)c(F)c1
→ 5, -9
- CCOc1cc(/C=C2\SC(=O)N(Cc3ccc(F)cc3)C2=O)ccc1O
→ 36, 1
- Cc1ccc(C(=O)NCC2CCCO2)c(Cl)c1 (centres undefined)
→ -2, 0
- COc1cc(C2Nc3ccc(Cl)cc3C(c3ccccc3)O2)cc(OC)c1OC (centres undefined)
→ 19, -4
- CCc1ccc(O)c(N=Cc2cccc([N+](=O)[O-])c2O)c1
→ 23, -3
- CC(C)NC(=O)NC1CCCCNC1=O (centres undefined)
→ /, 0&-3
- Cc1cc(C)n2cc(CN3CCN(c4ccc(C(F)(F)F)cc4[N+](=O)[O-])CC3)nc2n1
→ 47, -2
- O=c1oc2ccccc2cc1-c1cn(-c2ccccc2)c(=O)[nH]1
→ 2, -5
- Cc1ccc(C)c(CN2C(=O)NC3(CCN(C(=O)c4cc(F)ccc4F)CC3)C2=O)c1
→ 4, -2
- Cc1ccc(S(=O)(=O)C2(C(=O)Nc3cc(Cl)ccc3C)CC2)cc1
→ -12, -4
- CN1CCC2(CC1)C(C#N)=C(O)NC1=C2C(=O)CC(C)(C)C1
→ 2, /
- COc1ccc(Cl)cc1N1C(=O)CSC1c1ccccc1Br (centres undefined)
→ -5, 3
- CCOC(=O)N1CCC(NC(=O)C(=O)Nc2cc(C)on2)CC1
→ -9, -9
- Cn1ccc2c(N3CCC3)cc3c(c21)C1CCC3O1 (centres undefined)
→ 3, 1
- CCCCCCn1cc(CN2CC(N3CCCC3)CS2(=O)=O)nn1 (centres undefined)
→ -10, -4
- CSc1ccc(C2C(C#N)=C(N)Oc3cc(N(C)C)ccc32)cc1 (centres undefined)
→ 42, -4

Other results follow.
Order of results – mHTT CaM bind, Pf apPOL block
- COc1cc(NC(=O)C2CCc3nc(N4CCN(C(C)=O)CC4)sc3C2)cc(OC)c1 (centres undefined)
→ 17, -4
- COc1ccc(S(=O)(=O)N2CCC(C(=O)Nc3cccc(Cl)c3C)CC2)cc1
→ -7, -4
- CC(C)NC(=O)ON=C(N)Cc1cccc2ccccc12
→ /, -5&-5
- CCc1nc(C2CCCN(C(=O)CCc3ccc(OC)cc3)C2)n[nH]1 (centres undefined)
→ -4, 0
- CCOc1ccc(CC(=O)N2CCC(CCOC)CC2)cc1
→ -6, -3
- COc1ccccc1N1CCN(Cc2cc(I)c(O)c(OC)c2)CC1
→ 3, 1
- CC(=O)Nc1ccc(NC(=O)c2cc(N3CCCCC3)c3cc(C)ccc3n2)cc1
→ -3, -2
- CCOc1cc(/C=C2\OC(=O)c3c2cc(C)[nH]c3=O)ccc1O
→ 7, 0
- Cc1cccc(NS(=O)(=O)c2ccc(NS(C)(=O)=O)cc2)c1
→ 0, -6
- Cc1[nH]nc(N)c1Cl
→ 5, 5
- CC1CCC(NCCN2CCCCC2)CC1 (centres undefined)
→ 2, 0
- COc1ccc(N2C(=O)C3CCCN3C2c2cccc(Br)c2)cc1 (centres undefined)
→ -8, 1
- COc1c(C(=O)Nc2nnc(C3CC3)s2)csc1Cl
→ /, -5
- CCCCNC(=O)NC(=O)c1c(Cl)nc(Cl)c([N+](=O)[O-])c1C
→ 3, -1
- CC(C)C(NC(=O)c1ccco1)C(=O)O (centres undefined)
→ -3, 7
- Cc1nnc(-c2cccn2CC(=O)Nc2ccccc2)o1
→ -4, 0
- CCCCCCCCCCCc1nnc(SC)n1C
→ /, -19&-34
- O=C(Nc1cccc(Cl)c1)c1c(NC(=O)C(F)(F)F)sc2c1CCCC2
→ 19, 2
- CC1=CCC(C(=O)O)(C(=O)n2nc(C)cc2C)C(c2ccc([N+](=O)[O-])cc2)C1 (centres undefined)
→ 1, -5
- O=C(NCCS(=O)(=O)NCc1ccccc1Cl)c1ccccc1
→ -12, 0
- O=C(NCCCc1ccccc1)C1CCCN(c2nnc3ccc(C(F)(F)F)cn23)C1 (centres undefined)
→ 2, -10
- O=C(c1ccccc1)N1CCC(CCNS(=O)(=O)c2ccc(F)c(Cl)c2)CC1
→ 22, 1
- Cc1c(Cl)cccc1NC(=O)c1noc2c1CCCCC2
→ -11, -6
- Cc1c(NC(=O)c2cc3cc(Br)ccc3oc2=O)cccc1C(=O)O
→ -4, 1
- O=C(COc1ccc(Cl)cc1Cl)n1cc([N+](=O)[O-])cn1
→ 1, 4
- COc1cccc(C(=O)COC(=O)c2ccc(O)cc2O)c1
→ 1, -4
- Cc1cc(C)n(C(=O)c2cc3ccccc3c(=O)o2)n1
→ -2, -4
- COc1ccc(C2=NOC(C(=O)N3CCCc4ccccc43)C2)cc1OC (centres undefined)
→ 9, -3
- Cc1cccc(C(C)(C)C)c1OCCCN1CCN(C)CC1
→ 2, -2
- COc1ccccc1C=CC(=O)NC(=S)NCC1CCCO1 (centres undefined)
→ 5, -3
- Cc1ccc(NCN2C(=O)c3ccc([N+](=O)[O-])cc3C2=O)nc1
→ -3, -1
- c1csc(-c2nc(-c3ccc4c(c3)ncn4CCN3CCCC3)no2)c1
→ 22, 20
- C[C@H]1COc2cc(F)ccc2S(=O)(=O)N1C
→ -12, 2
- NC(=O)c1cc2ccc(O)cc2oc1=Nc1ccc(-c2ccccc2)cc1
→ 8, -1
- CCOC(=O)C1C(=O)C=C(c2ccc(OC)c(OC)c2)CC1c1cccs1 (centres undefined)
→ 4, -2
- O=C(N1CCCCC1)N1CCN(C(=O)N2CCCCC2)CC1
→ 6, -1
- CCc1onc(C)c1C1CCCN1C(=O)C(C)(C)C (centres undefined)
→ 2, -2
- O=C(Nc1c2c(nn1-c1cccc(Cl)c1)CS(=O)(=O)C2)c1cccs1
→ -5, -4
- CCC(=O)N(CCC1(c2ccc(F)cc2)CCOC(C)(C)C1)Cc1ccc(OC)c(OC)c1 (centres undefined)
→ 29, 1
- O=C(c1nn2c(C(F)(F)F)cc(-c3cccs3)nc2c1Cl)N1CCCCC1
→ 0, -2
- COc1ccc(-n2nnnc2CN2CCN(S(=O)(=O)Cc3ccccc3)CC2)cc1
→ -4, -10
- CCn1ccc(C(=O)N2CCC(c3noc(-c4ccccc4C)n3)CC2)n1
→ 6, 1
- CC=CC(=O)N1CCCSCC1CN1CCCC1 (centres undefined)
→ 9, -9
- CC(C)(C)c1cc(CCO)cc(C(C)(C)C)c1O
→ -14, -3
- CCc1nc2cc(-c3noc(-c4ccc5ccccc5n4)n3)ccc2o1
→ -12, 2
- CCN(/C=C1/C(=O)N(c2ccccc2)N=C1C)CC
→ -1, -1
- CC(C)(C)c1cc(Br)ccc1OCC(=O)Nc1ncn[nH]1
→ 29, -7
- O=C(NCC1CCN(C2CCCC2)CC1)C1CCCCC1
→ -3, 0
- CCSc1c(C(=O)NCc2ccccc2)ccc2c1C(=O)c1ccccc1C2=O
→ 11, 1
- O=C(NCc1ccc(Cl)cc1)c1ccco1
→ -1, -11
- O=C(Nc1ccccc1F)N1CCc2nc(-c3ccc(F)cc3)ncc2C1
→ 3, 7
- CNS(=O)(=O)c1ccc(Br)s1
→ 0, /
- CN1C(=O)c2cccnc2Sc2cc(C(=O)N3CCc4ccccc43)ccc21
→ 0, -4
